PGC1a acetyl inh: inhibitors of PGC1a acetylation signal, primary screen, cell-based, U2OS, AlphaScreen, inhibitor mode. AlphaScreen anti-acetyl-lysine; with virally co-expressed GCN5 acetyltransferase. inhibition, % at 15.6 µM. actives 0.17% (n = 350,000). AID 651687, 2012;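 active = every replicate shows inhibition of at least 40%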;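 also: 0% = neutral control wells and 100% = positive control wells; some results beyond the cut were filed as inactive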
EWS-Fli inh: EWS/Fli-driven NR0B1 reporter inhibitors, primary screen, A673 cells, NR0B1 luciferase, luminescence, MLPCN library; inhibition, % at 12.6 µM; viability-normalised; actives 0.67% (n = 350,000);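 active = mean inhibition of at least 50% after viability correction, with every replicate also passing that limit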;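 also: firefly luciferase signal divided by Alamar Blue viability fluorescence both relative to DMSO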
PAX8 reporter: inhibitors of PAX8-driven TPO luciferase reporter, primary screen, RMG-I cells, single concentration. AID 652154, 2013. SteadyGlo, 24 h. inhibition, % at 12.6 µM. actives 1.2% (n = 360,000);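 active = mean replicate inhibition at least 60% with every replicate also reaching 60%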;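 also: luciferase light reporting Pax8 driven TPO promoter activity; plate controls were median of neutral control wells for no effect and mitoxantrone controls for full effect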
CASP6 VEID inh: human caspase-6 inhibitors, primary screen, biochemical, VEID-R110 fluorescence, single point, set 2; actives 0.53% (n = 350,000); AID 686996, 2013; inhibition, % at 12.5 µM; purified caspase-6, Z-VEID-R110 cleavage fluorescence;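 active = mean inhibition across replicates at least about 35%, with every replicate also reaching that limit, limit read from the data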;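 also: 0% = median of neutral control wells and 100% = no fluorescence left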
Target sequence (P55212 24-179 limits assumed): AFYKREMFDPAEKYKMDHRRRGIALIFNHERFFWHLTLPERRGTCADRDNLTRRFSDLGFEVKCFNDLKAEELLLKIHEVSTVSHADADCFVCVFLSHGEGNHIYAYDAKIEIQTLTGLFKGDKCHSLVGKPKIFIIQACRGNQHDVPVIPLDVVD
Target sequence (P55212 194-293 limits assumed): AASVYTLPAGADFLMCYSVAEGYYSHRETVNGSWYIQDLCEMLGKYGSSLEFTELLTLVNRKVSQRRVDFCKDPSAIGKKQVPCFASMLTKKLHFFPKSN
Cneo AK release: Cryptococcus neoformans cell lysis inducers, primary screen, AK release luminescence, single concentration | C. neoformans lysis, adenylate kinase release luminescence, 4 h; normalised: neutral wells 0, clomiphene wells 100 | lysis activity, % at 15 µM | actives 0.2% (n = 360,000) | AID 651654, 2012;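 active = mean lysis activity across replicates of at least 80%, whatever share of replicates individually reach that level; inactive = mean lysis activity below 80%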
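Signal: Adenylate kinase release luminescence | Assay system: Log-phase Cryptococcus neoformans yeast cells | Input: Cells at 5 × 10^6 per mL | Buffer or medium: Fresh YPD growth medium | Compound: Single dose | Schedule: Static 4 h at 37 °C with compound, 1 h detection | Controls: Clomiphene | Read-out: Luminescence rise reflecting yeast cell lysis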
LGR2 antag: inhibitors of bursicon-induced LGR2 CRE-luciferase signal, primary screen, cell-based, HEK293, CRE-luciferase reporter, bursicon stimulation. Drosophila bursicon receptor LGR2 (rickets). bursicon-stimulated, 4 h. inhibition, % at 9.99 µM. actives 0.35% (n = 380,000);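 active = drop in luminescence signal, shown as inhibition above about 50% in the replicate tests, limit read from the data, passing the limit was not always enough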;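 also: agonist challenge used bursicon conditioned medium at about half maximal strength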
miR-122 sensor: miR-122 Renilla sensor signal increase in Huh7, primary screen, miR-122 inhibitor project, cell-based, single point, plate reader. Huh7 miR-122 Renilla luciferase sensor, 48 h; neutral wells = 0, positive control = 100. activation (reporter increase), % at 12.5 µM. actives 0.3% (n = 340,000). AID 602342, 2012;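 active = mean replicate activation score at least 90 and every replicate individually at or above 90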;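 also: higher luciferase means less miR-122 activity so hits act as miR-122 inhibitors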
FN deposition inh: inhibitors of fibronectin matrix deposition, primary screen, AH1F cells, Alexa488-fibronectin fluorescence, plate reader | actives 0.086% (n = 350,000) | inhibition, % at 12.6 µM | AH1F fibroblasts, overnight;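 active = mean inhibition across replicates of 30% or more, regardless of how many single replicates reach that level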;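 also: positive control wells lacked labelled fibronectin entirely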
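Material – AH1F fibroblast monolayer, labelled fibronectin deposition · Reagent – labelled fibronectin 24 nM · Timing – 1 h adhesion, overnight exposure · Measured by – fluorescence at 485 nm excitation, 525 nm emission · Read-out – inhibition of fibronectin deposition signal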
Starred values were filed as active, the others as inactive; . = not tested or not shown; & = joins results of further samples; [ ] = another dose, or the depositor's remark.

SMILES | PGC1a acetyl inh | EWS-Fli inh | PAX8 reporter | CASP6 VEID inh | Cneo AK release | LGR2 antag | miR-122 sensor | FN deposition inh
CCCCn1c(N)c(N(CC(C)C)C(=O)CSc2ccc([N+](=O)[O-])cc2)c(=O)[nH]c1=O | -9 | 1 | -15 | 0 | 1 | 8 | -4 | 1
COc1ccc(C#Cc2ccc3c(c2)O[C@H](CN(C)C(C)=O)[C@H](C)CN([C@@H](C)CO)S3(=O)=O)cc1 | -13&-4 | 6&-5 | 20 | 4&2 | 1&-1 | 0 | 24 | 20&9
CC1(C(=O)Nc2ccc3c(c2)OCO3)CCN1C(=O)C1(c2ccc(Cl)cc2)CC1 (configuration not stated) | . | -15 | 9 | 2 | 8 | . | 1 | 8
COC(=O)C1=C(C)N(C(C)c2ccccc2)C(=O)/C1=C\c1ccco1 (configuration not stated) | . | 21 | 16 | -8 | . | 1 | . | .
Cc1ccc(S(=O)(=O)N2CCCC2CNC(=O)C(=O)Nc2ccccc2)cc1 (configuration not stated) | -5 | -2 | -3 | -3 | . | 2 | 7 | -7
O=C1[C@@H]2CSCCS(=O)(=O)N2C(=O)N1C1CCCCC1 | . | 5 | -23 | -2 | . | -18 | . | -1
CCn1c(SCc2cccc(F)c2)nc2c(c1=O)SCC2 | -15 | 10 | 12 | 0 | -3 | -4 | 1 | -7
CCOc1ccc(NC(=O)Cc2ccccc2)c([N+](=O)[O-])c1 | 19 | . | -2 | . | 4 | -29 | 13 | -2
O=C1Cc2cc(NS(=O)(=O)c3ccc(Cl)cc3)cc3c2N1CCC3 | . | 6 | 6 | 7 | -4 | 4 | . | -5
O=C1C=CC(=O)N1N(c1ccccc1)c1ccccc1 | -1 | -1 | 2 | -1 | 0 | 10 | -3 | -6
C[C@H](CO)N1C[C@H](C)[C@H](CN(C)Cc2ccc(Cl)c(Cl)c2)Oc2c(NC(=O)NC3CCCCC3)cccc2C1=O | 3 | 6 | . | 0 | -2 | . | 69[16.7 µM] | .
CC(=O)C1=C(c2ccc(Br)cc2)C(=O)c2ccccc2C1=O | . | . | 99* | . | -21 | 99* | -76 | 39*
O=C(N/N=C/C1CC2CCC1C2)c1c[nH]c2ccccc12 (configuration not stated) | . | 8 | 13 | 1 | . | -3 | . | 8
Cc1noc(C)c1S(=O)(=O)Nc1ccc2c(c1)C(=O)N([C@@H](C)CO)C[C@@H](C)[C@@H](CN(C)CC1CC1)OCCCC[C@@H](C)O2 | 6 | 0 | -32 | 1 | . | -7 | . | .
O=C(NNC(=O)c1ccc(-c2ccccc2)cc1)Nc1ccc(F)cc1F | 5 | . | 10 | 3 | -5 | 2 | -1 | .
COc1cccc(C(=O)/C=C2\NCCc3cc(OC)c(OC)cc32)c1 | . | -2 | 2 | 9 | . | -11 | . | 5
COC(=O)N/N=C\c1ccccc1OC/C=C/c1ccccc1 | 1 | -64 | -145 | -1 | -4 | -9 | 0 | .
CC(=O)N(c1ccc(N(C(C)=O)S(=O)(=O)c2ccccc2)cc1)S(=O)(=O)c1ccccc1 | . | 0 | 23 | 5 | 0 | 9 | . | -3
O=S1(=O)C[C@H](N2CCCC2)[C@@H](COCc2ccccc2)N1 | 23 | -3 | 4 | 1 | 5 | -11 | 1 | -24
CCOC(=O)c1cc(C)sc1/N=C/C1C(=O)CCCC1=O | . | 16 | -5 | 1 | 4 | 9 | -3 | -1
CCC(=O)N(C)C[C@@H]1Oc2cc(/C=C/c3ccccc3)ccc2S(=O)(=O)N([C@H](C)CO)C[C@H]1C | -8 | 10 | . | 10 | -1 | -1 | 1[16.7 µM] | -3
CO[C@@H]1CN(C)C(=O)c2ccc(NC(=O)C3CCCCC3)cc2OC[C@H](C)N(Cc2nccs2)C[C@@H]1C | . | -12 | -6 | 3 | -1 | -4 | 2[16.7 µM] | 3
O=C(C[C@H]1CC[C@H](NC(=O)Nc2cc(F)ccc2F)[C@H](CO)O1)Nc1ccc(-c2ccccc2)cc1 | 22 | 30 | -8 | -1 | -1 | -7 | . | 11
Cc1ccccc1Nc1c(-c2cccnc2)nc2ccc(Br)cn12 | . | -8 | 12 | -4 | . | 6 | -4 | 6

Brought forward from above: 2 compounds; new compounds follow.
SMILES | PGC1a acetyl inh | EWS-Fli inh | PAX8 reporter | CASP6 VEID inh | Cneo AK release | LGR2 antag | miR-122 sensor | FN deposition inh
O=C(C[C@H]1CC[C@H](NC(=O)Nc2cc(F)ccc2F)[C@H](CO)O1)Nc1ccc(-c2ccccc2)cc1 | 22 | 30 | -8 | -1 | -1 | -7 | . | 11
Cc1ccccc1Nc1c(-c2cccnc2)nc2ccc(Br)cn12 | . | -8 | 12 | -4 | . | 6 | -4 | 6
COc1ccc2c3c([nH]c2c1)[C@@H](CO)N(C)CC31CCN(C(=O)c2ccccc2F)CC1 | -3 | . | . | 1 | . | -9 | . | -4
Nc1cccc2c1C(=O)N(C(=O)/C=C/c1cccc(F)c1)C2=O | 6 | 14 | -12 | 5 | . | -7 | -5 | -22
COc1cc(C2c3c(n[nH]c3C)C(=O)N2c2ccc(Br)cc2)ccc1O (configuration not stated) | 4 | . | -23 | . | 1 | . | 1 | -4
Cc1cccc(CCNc2nc3ccccc3n3nnnc23)c1 | 6 | . | -18 | . | -3 | . | -6 | 1
COc1ccc(S(=O)(=O)N[C@H]2CC[C@H](CC(=O)NCc3ccccc3F)O[C@@H]2CO)cc1 | 9 | -2 | -10 | -1 | 12 | 8 | . | .
CCOC(=O)c1nn(-c2ccc(OCC)cc2)c(C)c1C(C)=O | . | 4 | 5 | -2 | . | -5 | . | -1
O=C(COc1ccc([N+](=O)[O-])cc1)N1CCN(c2nnc(-c3ccccc3)c3ccccc23)CC1 | -8 | -9 | 15 | -1 | . | 21 | . | -6
O=C(O)c1cccc(N2C(=O)C3CC=C(Cl)CC3C2=O)c1 (configuration not stated) | 1 | 2 | 15 | 67* | 0 | -25 | -4 | -1
CCOC(=O)c1cn(CC)c2ccc(S(=O)(=O)N3CCC(C)CC3)cc2c1=O | -3 | . | . | . | -2 | -10 | -3 | .
COc1ccc(S(=O)(=O)N2CCN(Cc3ccccc3)CC2)cc1OC | -4 | 15 | -4 | 0 | 2 | -14 | -3 | -4
COc1ccc(S(=O)(=O)n2nc(-c3ccc(Cl)cc3)cc2N)cc1OC | -7 | 12 | 17 | -3 | 1 | -15 | 20 | 1
COc1cccc(-c2noc(C3CCCN(C(=O)c4ccc(F)cc4F)C3)n2)c1 (configuration not stated) | 14 | -19 | 1 | 4 | -2 | . | -3 | 4

An excerpt from above, reduced to Cneo AK release, CASP6 VEID inh and miR-122 sensor:
molecule | Cneo AK release | CASP6 VEID inh | miR-122 sensor
COc1cc(C2c3c(n[nH]c3C)C(=O)N2c2ccc(Br)cc2)ccc1O (configuration not stated) | 1 | . | 1
Cc1cccc(CCNc2nc3ccccc3n3nnnc23)c1 | -3 | . | -6

Next records follow:
SMILES | PGC1a acetyl inh | EWS-Fli inh | PAX8 reporter | CASP6 VEID inh | Cneo AK release | LGR2 antag | miR-122 sensor | FN deposition inh
C=CCNC(=O)[C@@H]1[C@H]2C(=O)O[C@H](c3ccccc3)[C@H](c3ccccc3)N2[C@H](c2ccc(O)cc2)[C@@]12C(=O)Nc1ccc(C#CC3=CCCCC3)cc12 | 13 | 1 | 2 | 1 | 0 | . | . | .
COCC(=O)N1[C@@H](CO)[C@@H]2c3ccccc3N(C(=O)c3cccc(OC)c3)C[C@@H]21 | -2 | -2 | -10 | -2 | -2 | -3 | -12[16.7 µM] | .
O=C(COC(=O)c1ccc(Cl)c(S(=O)(=O)N2CCOCC2)c1)Nc1ccc2[nH]c(=O)[nH]c2c1 | . | -3 | -9 | 1 | 2 | -5 | . | 2
CCC(=O)Nc1cccc(-c2cn3cccc(C)c3n2)c1 | -5 | -61 | -115 | -1 | -1 | -17 | 8 | 7
OC(c1ccccc1)(c1ccccc1)C1CCN(CCCOc2ccccc2Cl)CC1 | . | 3 | -9 | -3 | . | 1 | . | 16
CC/C(=C(\c1ccccc1)c1ccc(OCCN(C)C)cc1)c1ccccc1 | 9&-124 | 9&20 | -9&-20 | 3&-8 | 9&6 | 26 | -17&-22 | -11&0
O=C(/C=C/c1c(F)cccc1Cl)Nc1ncccn1 | . | -17 | -19 | 2 | . | -20 | . | 5
CCCNC(=O)C[C@H]1C[C@@H]2c3cc(NC(=O)Nc4ccc(F)cc4)ccc3O[C@@H]2[C@H](CO)O1 | 4 | -5 | -4 | 0 | 10 | 16 | -2[16.7 µM] | .
CCSc1nc(NCCN(C)C)c2c3c(sc2n1)COC(C)(CC)C3 (configuration not stated) | 5 | 5 | 31 | 0 | -5 | 1 | -4 | -4
CCCN(C1CCS(=O)(=O)C1)S(=O)(=O)c1ccc(F)cc1 (configuration not stated) | . | 1 | 0 | 0 | . | 13 | . | -3
CCOC(=O)c1ccc(NC(=O)CSc2nnc(COc3ccccc3OC)n2C)cc1 | -4 | 1 | . | 1 | -1 | -11 | -13 | .
CCN(CC)c1ccc(/C=C2/SC(=O)N(C(C)C)C2=O)o1 | . | 48 | 54 | 5 | . | 8 | . | 13
C[C@H](CO)N1C[C@H](C)[C@H](CN(C)S(=O)(=O)c2ccc(C#N)cc2)Oc2ncc(C#CCN(C)C)cc2C1=O | -16 | 1 | -10 | 2 | -1 | -12 | -12[16.7 µM] | 2
CSc1ccccc1NC(=O)CN(C)C(=O)/C=C/c1ccccc1 | 4 | 4 | -19 | 36* | -1 | 15 | 3 | -16
CC(CCc1ccccc1)NC(=O)c1ccc(NC(=O)c2cccc(Br)c2)cc1 (configuration not stated) | -12 | . | 6 | . | 1 | -8 | -4 | 0
O=C1c2cccc(NCCCNCCO)c2C(=O)c2cccc(NCCCNCCO)c21 | 13 | 13 | 57 | -45 | . | 12* | -4 | .
Cc1nc2sc3c(c2c(=N)n1N)CCCC3 | 5 | 1 | -1 | 2 | . | -36 | . | -3
COCC#Cc1ccc2c(c1)O[C@@H](CN(C)C(=O)c1ccccc1F)[C@@H](C)CN([C@H](C)CO)S2(=O)=O | 3 | 3 | -11 | 1 | -4 | -3 | 12[16.7 µM] | -7
C[C@@H](NC(=O)[C@@H]1Cc2ccccc2CN1C(=O)OC(C)(C)C)C(=O)NC1CCCC1 | -11 | -4 | 17 | 1 | -2 | -15 | 1 | -8
CCn1c(C(=O)N2CCC(C(=O)NCc3ccc(OC)cc3)CC2)cc2sccc21 | 5 | -8 | 12 | -5 | 0 | -13 | -6 | 11
COc1ccccc1-c1ccc2c(c1)O[C@@H](CN(C)C(=O)c1ccccc1)[C@H](C)CN([C@H](C)CO)S2(=O)=O | 9 | 6 | 11 | 1 | -5 | 16 | -6[16.7 µM] | .
CC1(C)OC(C)(C)/C(=C\c2ccccc2[N+](=O)[O-])C1=O | -8 | 8 | 9 | -3 | -1 | 12 | 3 | 2
COC(=O)C(CCSC)NC(=O)C(NC(=O)C1CCC(C)CC1)C(C)C (configuration not stated) | 8 | . | . | . | 7 | 7 | -3 | .
COc1ccc(-c2ccc([C@H]3[C@@H](C#N)N(C(=O)C4CCCC4)[C@@H]3CO)cc2)cc1 | 6 | -47 | -69 | 1 | -5 | -19 | . | -6

Screening data deposited in PubChem BioAssay by Broad Institute.
